Furin inhibitor: human furin inhibitors, primary screen, biochemical, fluorescence intensity; P09958; purified furin, fluorogenic substrate cleavage; 0.061% of 220,000 active; inhibition, % at 30 µM; in the data active = inhibition above about 25%; also: inactives centre near -15
FXIIa inh: human FXIIa protease inhibitors, primary screen, biochemical, 1536-well. 0.3% of 220,000 active. Coagulation factor XII (Homo sapiens), P00748. purified FXIIa, Boc-QGR-AMC fluorogenic substrate, 2 h. inhibition, % at 5 µM. AID 800, 2007; in the data active = inhibition above about 40%;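 also: 0% = enzyme with no compound and 100% = blank without enzyme; many of its hits are not listed in these tables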
KCC2 mod: KCC2 cotransporter modulators, thallium flux, primary screen, cell-based, HEK293 KCC2, FluoZin-2 fluorescence, MLSMR. Solute carrier family 12 member 5 (Homo sapiens), Q9H2X9. 2.2% of 190,000 active. B-score of Tl+ flux slope (higher = more flux/activation; lower = inhibition) at 10 µM. KCC2 cells, thallium flux FluoZin-2 fluorescence;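 active = thallium flux slope and its plate-corrected score both differing from the plate sample mean at a set confidence after two filtering rounds, in either direction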;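 also: slope of fluorescence scaled to starting intensity during 10 to 20 s after thallium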
Wee1 degr inh: Wee1 degradation inhibitors, primary screen, cell-based, HeLa, Wee1K328M-luciferase, luminescence; Wee1-like protein kinase (Homo sapiens), P30291; HeLa Luc-Wee1K328M stability; 100% = proteasome inhibitor MG132 effect; reporter increase, % at 5 µM; 1.2% of 220,000 active;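 active = activation above the mean of all tested compounds plus 3 SD, set per screening run, cut at about 8.8% in these data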;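 also: cells exposed to compound for 20 h before luminescence read; 0% = DMSO alone and 100% = MG132 at 30 µM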
KLK5 inh: human KLK5 protease inhibitors, primary screen, biochemical, 1536-well. 0.59% of 210,000 active. recombinant hK5, fluorogenic AMC substrate cleavage. inhibition, % at 5 µM. Kallikrein-5 (Homo sapiens), Q9Y337. AID 873, 2007;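 active = inhibition of 40% or more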;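 also: 0% = enzyme controls without compound and 100% = no-enzyme blanks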
PERK inh: block of dimerizer-induced PERK translation repression, primary screen, PERK inhibitor project, CHO PERK-DD cells, SEAP luminescence, HTS; 0.17% of 220,000 active; CHO PERK-DD fusion, SEAP luminescence translation reporter; Eukaryotic translation initiation factor 2-alpha kinase 3 (Homo sapiens), Q9NZJ5; AID 1416, 2008; inhibition, % at 5.6 µM;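 active = inhibition above the mean inhibition of all tested compounds plus 3 SD, set separately per screening campaign, cut at about 2.9% in these data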;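 also: PERK kinase domain activated by AP20187 dimerizer at 100 nM; 0% = DMSO with dimerizer and 100% = rapamycin at 8.4 µM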
Target sequence (Q9NZJ5 whole entry, looked up, the tested form may be a part): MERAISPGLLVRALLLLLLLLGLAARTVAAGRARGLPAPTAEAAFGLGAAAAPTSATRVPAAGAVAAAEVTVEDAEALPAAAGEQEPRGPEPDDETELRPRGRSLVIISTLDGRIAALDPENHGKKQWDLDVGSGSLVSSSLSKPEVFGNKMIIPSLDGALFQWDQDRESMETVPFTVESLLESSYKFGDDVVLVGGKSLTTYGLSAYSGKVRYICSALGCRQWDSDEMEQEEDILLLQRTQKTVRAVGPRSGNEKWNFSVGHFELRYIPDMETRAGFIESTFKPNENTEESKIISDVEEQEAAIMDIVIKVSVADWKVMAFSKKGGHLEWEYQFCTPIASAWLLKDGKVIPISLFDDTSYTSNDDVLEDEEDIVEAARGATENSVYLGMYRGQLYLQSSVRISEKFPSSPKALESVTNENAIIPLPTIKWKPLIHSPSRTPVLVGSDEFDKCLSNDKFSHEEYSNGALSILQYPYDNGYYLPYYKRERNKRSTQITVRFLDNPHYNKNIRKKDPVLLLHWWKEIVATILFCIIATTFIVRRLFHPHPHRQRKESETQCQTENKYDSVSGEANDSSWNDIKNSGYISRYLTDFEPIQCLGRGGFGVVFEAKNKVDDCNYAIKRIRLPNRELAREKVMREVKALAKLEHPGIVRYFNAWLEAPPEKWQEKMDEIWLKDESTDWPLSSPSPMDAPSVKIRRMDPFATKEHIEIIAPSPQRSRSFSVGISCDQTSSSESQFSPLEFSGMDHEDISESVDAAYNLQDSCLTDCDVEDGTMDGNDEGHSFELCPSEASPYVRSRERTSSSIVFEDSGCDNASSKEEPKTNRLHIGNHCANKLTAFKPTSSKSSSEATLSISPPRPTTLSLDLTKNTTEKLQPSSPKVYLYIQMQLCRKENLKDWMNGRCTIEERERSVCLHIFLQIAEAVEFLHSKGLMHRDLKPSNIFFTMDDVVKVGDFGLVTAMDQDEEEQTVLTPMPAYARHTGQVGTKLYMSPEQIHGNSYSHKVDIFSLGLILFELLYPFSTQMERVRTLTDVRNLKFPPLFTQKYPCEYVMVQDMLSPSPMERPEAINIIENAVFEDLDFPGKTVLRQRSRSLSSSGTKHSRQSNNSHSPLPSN
FXIa inh: human FXIa protease inhibitors, primary screen, biochemical, 1536-well. Coagulation factor XI (Homo sapiens), P03951. purified FXIa, Boc-Glu-Ala-Arg-AMC fluorogenic substrate. inhibition, % at 5 µM. 0.14% of 220,000 active. AID 798, 2007;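 active = inhibition of at least 40%; inactive = inhibition below 40%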;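 also: fluorescence of freed AMC excited at 355 nm; 0% = enzyme without compound and 100% = no enzyme blank; many of its hits are not listed in these tables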
Thrombin inh: human alpha-thrombin inhibitors, primary screen, counter-screen for coagulation protease inhibitor project, biochemical, 1536-well, fluorogenic AMC substrate; inhibition, % at 5 µM; Boc-VPR-AMC fluorogenic substrate cleavage; Prothrombin (Homo sapiens), P00734; 0.26% of 220,000 active;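 active = inhibition at or above 40%; inactive = inhibition below 40%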;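 also: 0% = enzyme with no compound and 100% = wells without enzyme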
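Assay system: human alpha-thrombin enzyme. Reagent: Boc-VPR-AMC substrate, 15 µM final. Compound dosing: one concentration per compound, 5 µM, with 0.2% DMSO. Incubation: room-temperature reaction. Technique: AMC fluorescence, 355/460 nm. Measure: % inhibition relative to enzyme controls and enzyme-free blanks.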
p97 ATPase inh: inhibitors of human p97 ATPase, primary screen, biochemical. Transitional endoplasmic reticulum ATPase (Homo sapiens), P55072. recombinant p97 ATPase, Kinase-Glo ATP luminescence, 3 h. inhibition, % at 8 µM. 0.42% of 220,000 active. AID 1481, 2009; in the data active = inhibition above about 15%;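 also: 0% = DMSO vehicle and 100% = wells lacking enzyme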
Active calls of the source: *; nt = no result given; [ ] = remark or other dose.

SMILES,Furin inhibitor,FXIIa inh,KCC2 mod,Wee1 degr inh,KLK5 inh,PERK inh,FXIa inh,Thrombin inh,p97 ATPase inh
CCOC(=O)C1CCN(S(=O)(=O)c2cnc[nH]2)CC1,-28.3,10.8,0.372,5.5,14.9,0.5,3.2,0.8,5.1
O=C(Cn1c(=S)[nH]c2ccccc2c1=O)N1CCN(c2ccccc2)CC1,-34.2,0.1,-0.228,-1.1,-6.3,1.1,-4.8,-4.6,5.3
Brc1cc2c(cc1/C=N/Nc1nc(N3CCCC3)nc(N3CCOCC3)n1)OCO2,-22.4[20 µM],11.1,-4,-0.3,-12.7,0.1,0.1,2.5,0.2
CN(Cc1nc(-c2cccs2)no1)CC1COCCO1 (stereo not drawn),-23.0,12.5,-0.00788,5.5,nt,0.9,3.6,1.9,3.4
CCCc1ccc(C(=O)NNc2ccc(F)cc2)cc1,-17.4,8.3,-0.426,0.2,2.4,-0.2,4.1,1.4,9.7
O=C(COc1ccccc1)NCC(c1cccs1)N1CCOCC1 (stereo not drawn),-27.2[20 µM],10.0,0.26,2.5,14.5,0.5,5.2,-1.3,2.2
Cc1ccc(NC(=O)Nc2cc(S(=O)(=O)N(C)C)ccc2C)cc1,-22.4,9.9,-0.0765,-1.6,3.5,0.1,0.0,0.8,5.7
O=C1N=c2ccccc2=C1c1sc(Nc2ccc(O)cc2)nc1O,-26.3,5.9,0.268,-2.1,-4.9,0.9,-1.6,8.4,8.2
CCc1cc2c(=O)n(CC)c(SC(C)C(=O)Nc3c(C)n(C)n(-c4ccccc4)c3=O)nc2s1 (stereo not drawn),-15.8[20 µM],15.9,nt,1.3,1.5,-0.8,6.0,1.2,-3.9
CCOC(=O)C(CSCC(=O)c1ccc(Cl)cc1Cl)NC(=O)OC(C)(C)C (stereo not drawn),-10.4[20 µM],15.5,-0.961,-2.8,7.8,0.3,5.3,1.3,-2.4
CN(C)c1nc(SCc2ccccc2Cl)nc2c1CCCC2,-7.3[20 µM],-6.4,nt,-2.7,-20.8,0.2,-6.8,2.7,-4.2
COc1ccc(NC(=O)c2sc(SCc3ccccc3)nc2N)cc1,-12.5[20 µM],3.3,-1.1,-3.8,-15.3,1.0,9.8,-4.5,5.2
COc1ccccc1NC(=O)COc1ccc(C(F)(F)F)cc1[N+](=O)[O-],-21.9[20 µM],nt,nt,-1.1,nt,2.1,nt,nt,3.8
Clc1cccc(NCc2nnc(SCc3ccccc3)o2)c1,-5.8,9.6,-1.67,-0.9,-2.9,2.5,1.8,4.2,-2.1
CC(Oc1ccc(Cl)cc1Cl)C(=O)NCCCN(C)C (stereo not drawn),-23.4,11.3,-0.202,-3.8,-1.5,0.3,-0.2,1.0,4.8
C=CCSc1n[nH]c(-c2ccc(OCCC)cc2)n1,-15.3[20 µM],1.6,-0.299,3.0,-1.7,0.1,-5.0,-5.3,-3.4
CCN(CC)S(=O)(=O)c1ccc(N2CCOCC2)c(NS(=O)(=O)c2ccc(C)cc2)c1,-6.0,8.2,1.35,-1.6,-16.6,-0.9,4.2,-7.7,-1.6
COc1ccc(-c2cc(=O)c3cc(F)ccc3[nH]2)cc1,-24.9,12.7,0.522,0.7,-6.0,1.6,6.5,-0.5,13.7
CC1(NC(=S)NCCO)CCS(=O)(=O)C1 (stereo not drawn),-17.4,0.7,-0.204,-2.4,-4.1,1.0,-6.5,-6.9,3.3
CCOc1ccc(C(=O)NC(=S)Nc2cccc(S(=O)(=O)NC3=NCCC3)c2)cc1,-19.8,11.2,-1.18,9.5*,16.6,-0.1,0.2,-1.7,-3.6
CCC1=C(OC(=O)N(CC)CC)N2C(=O)OC(=NCCc3c[nH]c4ccccc34)[C@]2(Cc2ccccc2)[C@H]2C1=CC[C@H]1C(=O)NC(=O)[C@H]12,-11.8,16.2,0.0154,nt,2.4,nt,3.1,-1.7,nt
c1ccc(-c2nnsc2-c2nc3ccccc3[nH]2)cc1,-22.7,4.3,nt,-1.3,-18.9,0.2,-2.0,-4.7,4.3
Cc1cccc(NC(=O)[C@H](Cc2ccccc2)NC(=O)OCc2ccccc2)c1,-0.3,-0.5,-0.964,-0.6,-10.7,-1.1,-5.8,-4.7,-5.5
O=C(CCn1cccc1)NCc1ccccc1,-13.6,16.5,nt,0.2,-4.1,1.7,4.8,3.6,2.8
CCC(CCC(=O)NNC(=O)Cc1ccc([N+](=O)[O-])cc1)C(=O)O (stereo not drawn),-15.2,3.7,0.206,3.4,-2.8,1.2,-3.1,-12.8,-1.7
CCOCCCNC(=O)c1ccccc1Br,-19.5[20 µM],2.2,0.369,3.4,10.3,-0.4,3.2,0.6,2.0
Cn1nnnc1SCC(=O)N1CCN(c2ccc(Cl)cc2)CC1,21.2[20 µM],12.9,0.587,1.2,-7.2,-1.8,1.7,-2.6,2.4
O=C(N[C@@H](Cc1ccccc1)C(=O)O)c1c(F)c(F)c(F)c(F)c1F,-19.5,6.0,0.663,-2.9,1.4,0.3,-1.1,-3.8,0.8
CCN(CC)c1ccc(NC(=O)c2ccc(Cl)nc2)cc1,-28.5[20 µM],6.0,nt,10.4*,-1.7,0.2,2.4,-3.2,-1.1
N#Cc1cc2c(nc1SCC(O)CS(=O)(=O)Cc1ccc(Cl)cc1)CCCC2 (stereo not drawn),-18.9[20 µM],13.9,-1.01,-1.3,1.0,-0.4,-0.7,2.2,0.1
CCOc1cc(-c2nc3cc(C)ccn3c2NCC2CCCO2)ccc1O (stereo not drawn),-18.0,10.6,-0.625,-1.6,3.6,-0.9,2.6,1.8,-6.1
O=C1OC(N2CCN(C(=O)c3ccco3)CC2)c2ccccc21 (stereo not drawn),-3.3,6.3,0.452,-1.1,-15.4,0.4,-3.9,-0.3,1.0

Part of the list above in another layout.
Sequence of screens: Furin inhibitor	FXIIa inh	KCC2 mod	Wee1 degr inh	KLK5 inh	PERK inh	FXIa inh	Thrombin inh	p97 ATPase inh
- CCOCCCNC(=O)c1ccccc1Br
 : -19.5[20 µM]	2.2	0.369	3.4	10.3	-0.4	3.2	0.6	2.0
- Cn1nnnc1SCC(=O)N1CCN(c2ccc(Cl)cc2)CC1
 : 21.2[20 µM]	12.9	0.587	1.2	-7.2	-1.8	1.7	-2.6	2.4
- O=C(N[C@@H](Cc1ccccc1)C(=O)O)c1c(F)c(F)c(F)c(F)c1F
 : -19.5	6.0	0.663	-2.9	1.4	0.3	-1.1	-3.8	0.8
- CCN(CC)c1ccc(NC(=O)c2ccc(Cl)nc2)cc1
 : -28.5[20 µM]	6.0	nt	10.4*	-1.7	0.2	2.4	-3.2	-1.1
- N#Cc1cc2c(nc1SCC(O)CS(=O)(=O)Cc1ccc(Cl)cc1)CCCC2 (stereo not drawn)
 : -18.9[20 µM]	13.9	-1.01	-1.3	1.0	-0.4	-0.7	2.2	0.1
- CCOc1cc(-c2nc3cc(C)ccn3c2NCC2CCCO2)ccc1O (stereo not drawn)
 : -18.0	10.6	-0.625	-1.6	3.6	-0.9	2.6	1.8	-6.1
- O=C1OC(N2CCN(C(=O)c3ccco3)CC2)c2ccccc21 (stereo not drawn)
 : -3.3	6.3	0.452	-1.1	-15.4	0.4	-3.9	-0.3	1.0

(continued)
SMILES,Furin inhibitor,FXIIa inh,KCC2 mod,Wee1 degr inh,KLK5 inh,PERK inh,FXIa inh,Thrombin inh,p97 ATPase inh
COC(CNC(=O)c1cc(C(=O)c2c(-c3c(Cl)cccc3Cl)noc2C)c[nH]1)OC,-7.5[20 µM],-18.6,-0.495,-0.9,2.9,-0.4,-11.1,13.7,2.3
C[C@@H](O)C1NC(=O)[C@H](CCCCN)NC(=O)c2cc([N+](=O)[O-])cc(I)c2OCC[C@@H](C(N)=O)NC1=O (stereo partly drawn),-7.7,11.7,-0.305,-2.3,-6.4,1.0,8.1,0.6,6.5
CCc1ccccc1NC(=O)N1CCC(NC(=O)C(Cc2ccc(OC)c(OC)c2)NC(C)=O)CC1 (stereo not drawn),-4.6[20 µM],10.4,0.127,-1.8,-1.4,1.4,2.2,1.1,1.5
O=C(CCCCCCCC(=O)NCC1CCCO1)NCC1CCCO1 (stereo not drawn),-7.1[20 µM],12.9,nt,1.9,-2.8,0.9,2.3,2.2,-0.9
CCCN(CCC)C(=O)CSc1nc2n[nH]c(C)c2c(=N)n1-c1ccc(OCC)cc1,-22.5,8.2,0.794,-1.0,-7.2,-1.1,-1.7,-2.6,-1.8
NC(=O)C[n+]1cccc(/C=N/O)c1,1.9,5.5,0.0685,1.5,7.2,-0.1,1.9,-0.4,-7.0
COc1ccc(-c2c3c(=O)n(C)c(=O)n(C)c3cn2-c2cc(OC)ccc2OC)cc1,-27.4,2.4,nt,-0.1,1.9,-0.7,8.0,1.7,0.5
COc1ccc(CCNC(=O)CSCC(=O)Nc2ccccc2)cc1OC,-5.9,4.7,0.0439,-0.9,0.1,1.2,-1.1,-8.1,6.9
COc1ccc(/C=C/C(=O)NC(=S)NNC(=O)c2ccco2)cc1OC,-23.4,18.0,nt,-2.3,-19.5,1.5,4.9,2.6,6.1
O=C1C2C3C=CC(C3)C2C(=O)N1c1ccccc1 (stereo not drawn),-23.7,6.8,0.197,-1.9,-4.9,1.9,-11.7,-16.5,7.4
COC(=O)c1ccccc1NC(=O)c1cc2nc(C3CC3)cc(C(F)(F)F)n2n1,-15.9[20 µM],6.6,nt,-3.6,-17.1,0.1,-12.3,-3.2,1.3
COc1cc(NC(=O)c2cc3cccc(OC)c3o2)cc(C(=O)Nc2cccc(C(F)(F)F)c2)c1,-34.5,13.6,0.0824,nt,4.8,nt,5.1,0.6,nt
CN(C)S(=O)(=O)c1ccc(C(=O)Nc2nnc(-c3ccco3)o2)cc1,-44.2,7.0,-0.183,-3.6,1.8,0.3,-2.2,-4.6,5.0
C#CCNC(=O)C1=C[C@@H](c2csc3ccccc23)C[C@@H](OCc2ccc(CO)cc2)O1,-25.2,3.9,-1.03,1.0,1.2,0.2,-0.7,-3.3,1.6
Cc1ccc(N(C)C(=O)c2ccc(CNc3c(N4CCC(C)CC4)c(=O)c3=O)cc2)cc1,-15.1,4.6,0.196,0.0,1.4,0.2,-0.1,-2.9,-3.2

High-throughput results (PubChem BioAssay)
